# Screens from PubChem.
# MT1-MMP txn act: MT1-MMP promoter transcription activation | 0.16% of 86,000 active | HT1080 MT1-MMP promoter luciferase reporter, luminescence, overnight; active compounds read high | activation factor at 10 µM;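 active = activation factor of at least 2 for MT1-MMP transcription at 10 µM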
# Pyk2 oligo antag: Pyk2 (human) oligomerization antagonism; Q14289; Q293 cells, Pyk2 FERM NanoBiT luminescence; active compounds read low; z-score (the deposit names both 25 µM and 10 µM); 0.83% of 99,000 active;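 active = Z-score of -3 or lower, scaled per plate to the spread of control and sample wells; inactive = z-score above -3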;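 also: negative z-score means lost luminescence so less FERM oligomerization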
# CYP2C19 act: increases human CYP2C19 enzyme activity | P33261 | recombinant CYP2C19, luciferin-H EGE luminescence; active compounds read high; 0 = fully inhibited enzyme, 1 = untreated enzyme | activation factor at 5 µM | 96,000 tested, under 10 active | AID 1025;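 active = activation factor of at least 2 at 5 µM in the primary screen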;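 also: 0 = wells with 2.5 mM tranylcypromine and 1 = vehicle-only wells; values of inactives mirror those of a sister screen read the other way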
# Target sequence (P33261 whole entry, looked up): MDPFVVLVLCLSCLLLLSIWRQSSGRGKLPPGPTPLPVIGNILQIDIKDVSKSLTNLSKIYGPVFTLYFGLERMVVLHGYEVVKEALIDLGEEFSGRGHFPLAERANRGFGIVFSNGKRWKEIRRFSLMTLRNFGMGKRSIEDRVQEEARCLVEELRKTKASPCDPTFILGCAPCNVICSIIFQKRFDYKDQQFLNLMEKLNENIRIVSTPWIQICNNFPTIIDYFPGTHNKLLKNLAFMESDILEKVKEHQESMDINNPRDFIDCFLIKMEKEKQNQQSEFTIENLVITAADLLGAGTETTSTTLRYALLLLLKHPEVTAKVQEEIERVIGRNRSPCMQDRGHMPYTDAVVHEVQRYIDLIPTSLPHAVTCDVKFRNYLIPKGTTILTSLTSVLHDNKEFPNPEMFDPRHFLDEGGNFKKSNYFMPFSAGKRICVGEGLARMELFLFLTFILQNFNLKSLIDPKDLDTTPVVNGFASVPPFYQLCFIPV
# Mac1 fbg enh: enhancers of human CD11b/CD18 binding to fibrinogen; P05107+P11215; K562 CD11b/CD18 adhesion to fibrinogen, ATPlite luminescence; activation, % at 10 µM; 0.07% of 93,000 active; AID 1499;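 active = 10 µM primary screen giving 50% or more activity, confirmed by 40% or more on retest at that dose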; also: strong numbers were not always called active; reference of the scale not given here
# CD11b adhes inh: blocks human CD11b/CD18 adhesion to fibrinogen. K562 CD11b/CD18 adhesion to fibrinogen, ATPlite luminescence; Mn2+ added to activate the integrin. inhibition, % at 10 µM. 0.54% of 93,000 active. P05107+P11215;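 active = primary inhibition of 50% or more at 10 µM, then 40% or more on retest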; also: some results filed as inactive read as strong as hits
# CYP2C9 activ: increases human cytochrome P450 2C9 activity | P11712 | recombinant CYP2C9, luciferin-H conversion, luminescence; active compounds read high; factor 1 = untreated enzyme, 0 = blocked | activation factor at 5 µM | 1.4% of 96,000 active;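 active = activation factor of 2 or more for CYP2C9 at a 5 µM dose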;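 also: 0 = sulfaphenazole-blocked wells and 1 = vehicle-only wells; values of inactives mirror those of a sister screen read the other way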
# PLAP act: activators of human placental alkaline phosphatase. P05187. purified PLAP enzyme, luminescent substrate read-out; active compounds read high. activation fold at 20 µM. 1.2% of 96,000 active. AID 696; in the data active = activation fold above about 2
# Target sequence (P05187 whole entry, looked up): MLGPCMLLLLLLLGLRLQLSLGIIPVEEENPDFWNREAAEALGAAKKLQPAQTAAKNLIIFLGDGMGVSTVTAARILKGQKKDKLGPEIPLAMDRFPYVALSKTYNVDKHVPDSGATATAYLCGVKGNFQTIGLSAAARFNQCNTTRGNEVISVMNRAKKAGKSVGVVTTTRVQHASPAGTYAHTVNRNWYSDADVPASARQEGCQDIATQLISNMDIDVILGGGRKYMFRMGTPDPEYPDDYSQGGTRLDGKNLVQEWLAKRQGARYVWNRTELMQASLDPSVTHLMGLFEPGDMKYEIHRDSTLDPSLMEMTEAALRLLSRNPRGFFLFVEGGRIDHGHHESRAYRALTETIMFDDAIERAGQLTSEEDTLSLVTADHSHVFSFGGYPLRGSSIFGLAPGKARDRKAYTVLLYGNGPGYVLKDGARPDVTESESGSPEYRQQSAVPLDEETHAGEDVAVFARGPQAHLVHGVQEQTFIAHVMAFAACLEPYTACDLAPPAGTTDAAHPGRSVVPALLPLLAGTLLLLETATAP
# CYP2C19 inhib: blocks human cytochrome P450 2C19. P33261. CYP2C19 Supersomes, luciferin-H EGE luminescence, 30 min. inhibition, % at 5 µM. 21% of 96,000 active;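 active = CYP2C19 inhibition above a set limit at 5 µM in the primary screen, cut at about 50% in these data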;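 also: plate controls were negative control wells for no effect and 2.5 mM tranylcypromine positive control for full effect; values of inactives mirror those of a sister screen read the other way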
# CYP2C9 inh: blocks human cytochrome P450 2C9 | AID 777 | inhibition, % at 5 µM | CYP2C9 Supersomes, luciferin-H conversion, luminescence | P11712 | 20% of 96,000 active;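 active = blocking of liver enzyme CYP2C9 beyond about 50% at 5 µM, limit read from the data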; also: values of inactives mirror those of a sister screen read the other way
# Numbers without * were called inactive; nt = not tested or not shown.
# Values run as follows: MT1-MMP txn act	Pyk2 oligo antag	CYP2C19 act	Mac1 fbg enh	CD11b adhes inh	CYP2C9 activ	PLAP act	CYP2C19 inhib	CYP2C9 inh
- Cc1ccc(N2C(=O)CSC2c2cccs2)cc1 (centres undefined)
    1.1	-0.75	0.2	-2	-3	0.8	0.9	77*	18
- CCCn1cnc2cc(NCc3cccc(OC)c3)ccc21
    1.4	-1	0.4	nt	nt	0.7	0.9	59*	35
- Cc1cc(C)nc(Nc2nc(C)c3cc4c(cc3n2)OCO4)n1
    1.2	-0.24	1.1	12	-27	1.2	0.9	-10	-21
- COc1cc2c(cc1OC)CN(CC(=O)Nc1ccccc1C#N)CC2
    1.4	-1.5	0.5	-5	-4	0.4	1.5	55*	60*
- CC(=O)C1=C(O)C(=O)N(CCc2c[nH]c3ccccc23)C1c1cccc(O)c1 (centres undefined)
    1.2	0.16	1	-2	13	0.5	0.9	1	46
- O=C(OCCN1CCCCC1)c1ccc(Cl)cc1
    1.1	0.26	0.5	0	-4	0.9	1.5	45	14
- COc1cc2c(C(=O)NCc3ccccn3)cn(CC(C)C)c(=O)c2cc1OC
    1.1	nt	0.9	-4	2	0.9	1.1	6	6
- CCCOC(=O)C1C2C=CC(C2)C1C(=O)OCC(=O)c1ccccc1 (centres undefined)
    nt	0.77	0.1	0	12	0.3	1.6	91*	75*
- CCOC(=O)/C=C1\SCC(=O)N1CC(=O)NC12CC3CC(CC(C3)C1)C2
    nt	-0.93	0.8	1	0	0.9	0.9	19	13
- COC(=O)C(NC(C)=O)(Nc1ccccc1)C(=O)OC
    1.2	-0.22	0.9	-3	-17	1	0.8	5	-3
- O=C1CC(c2ccc(F)cc2)Cc2nc(N3CCOCC3)ncc21 (centres undefined)
    1	0.95	0.2	3	18	0.8	1.2	77*	25
- CN(C)S(=O)(=O)c1ccc(N2CCCC2)c(C(=O)NCc2cccc(C(F)(F)F)c2)c1
    nt	0.07	0.8	-2	-10	1.2	1	15	-20
- Oc1ccccc1Nc1ncnc2c1oc1ccccc12
    1.4	-2	0.9	-3	-15	0.9	0.9	11	12
- CCOC(=O)c1c(C(=O)OCC)c(C)n(N2C(=O)CSC2=S)c1C
    1	0.03	0.6	-2	-10	0.5	1.4	44	53*
- COc1ccc(-c2ccnc3nc(N4CCOCC4)nn23)cc1
    nt	-0.05	0.8	nt	nt	0.7	1	17	31
- NC(=O)COC(=O)c1ccc(Oc2ccccc2)cc1
    1.1	1.7	0.4	-5	-12	0.6	1	55*	44
- O=C1c2ccccc2C(Nc2ccc(S(=O)(=O)N3CCCCCC3)cc2)N1c1ccccn1 (centres undefined)
    nt	nt	1.2	7	10	1	1	-16	-5
- COC(=O)CC1(c2ccccc2)C(=O)c2ccccc2C1=O
    1.3	-0.18	0.9	-1	-33	1.1	0.9	7	-8
- COc1ccc(-n2nnc3c(=O)n(CC(=O)OCc4ccccc4)cnc32)cc1
    1.1	nt	1	1	-6	1.2	1.1	4	-16
- Cc1ccc(-n2c(Cc3cccn3C)nnc2SCC(=O)NC2CCCCC2)cc1
    1.1	0.66	0.9	-4	9	0.8	1.3	15	23
- Cc1ccccc1C(=O)c1c[nH]c(C(N)=O)c1
    nt	0.68	1.1	-3	-7	1	1	-11	1
- Cc1nc(N)sc1-c1csc(Nc2ccccc2)n1
    2.3*	1.6	0.2	3	2	0.2	1.3	85*	83*
- COC(=O)c1cc(C(C)=O)n2ccccc12
    nt	0.91	0.9	-2	0	1.2	0.8	7	-23
- NC(=S)N/N=C/c1ccc(-c2ccc(Cl)c(Cl)c2)o1
    1.3	-1.3	1	-2	4	0.9	0.9	3	11
- O=C(O)CCN1C(=O)c2ccncc2C1=O
    1.1	0.99	0.9	2	-7	0.9	1	9	7
- CN(C)c1cccc(C(=O)NCC2CCCO2)c1 (centres undefined)
    1.3	0.04	0.7	2	-2	1	1	35	-1
- COc1ccc(OC)c(NC=C2C(=O)OC3(CCCCC3)OC2=O)c1
    1.1	-0.8	0.7	nt	nt	1.4	1.4	28	-37
- C=C(C)Cn1c(SCC(=O)NCc2ccco2)nc2sc3c(c2c1=O)CCC3
    1.1	0.35	0.9	-3	-22	0.7	1.2	8	35
- CCN1C(=O)/C(=C\N2CCN(c3cccc(Cl)c3)CC2)SC1=S
    1.2	-0.03	0.9	-6	10	1	0.9	13	5
- CC(C)OC(=O)CSc1n[nH]c(-c2cccnc2)n1
    1.1	0.12	1	2	8	1	1.1	4	3
- Cc1nc2nc(SCC(=O)NCc3ccco3)nn2c(C)c1Cc1ccccc1
    nt	0.7	0.7	1	-3	0.6	1.5	32	45
- CCOC(=O)C1=C(N)N2C(=O)CSC2=C(C(=O)OC)C1
    1	-0.09	1.2	-2	1	0.5	1.8	-15	46
- COc1ccc(CNC(=O)C2CSC(=O)C2)cc1 (centres undefined)
    1	-0.55	1.1	nt	nt	1	0.8	-8	-4
- O=C(CSC1=NCCS1)N1CCOCC1
    1.2	0.58	0.9	-4	-20	0.7	1	8	30
- CC(=O)c1cccc(NC(=O)CN2C(=O)COc3ccc(Cl)cc32)c1
    1.3	1.2	0.6	-1	-23	0.4	0.9	38	62*
- C=CCc1ccc(OCCOCCOc2cccc3ccc(C)nc23)c(OC)c1
    nt	0.26	0.7	-4	1	0.9	1.5	29	13
- COc1ccc(-c2nnc3sc(COc4ccc(C)cc4)nn23)cc1
    1.2	0.44	0.9	-4	-9	1	1	7	1
- Cc1csc(NC(=O)C(Cc2ccccc2)n2cccc2)n1 (centres undefined)
    1.1	nt	0.6	4	-6	0.4	0.9	37	63*
- c1ccc(CSc2nnc(NC3=NCCCCC3)s2)cc1
    1.4	-0.54	0.3	-3	9	0.6	1.4	68*	37
- OCC(CO)(CO)n1cnnn1
    1.2	0.69	0.9	0	2	0.8	1.1	5	23
- CCOC(=O)C1CCCN(C(=O)c2ccc(CS(=O)(=O)Cc3ccccc3C)o2)C1 (centres undefined)
    1.1	1.1	0.7	11	-17	0.6	1	31	37
- N=c1c2c3c(sc2ncn1CCN1CCOCC1)CCCC3
    0.9	1.4	0.9	0	-8	0.9	1	6	7
- O=CN1CC(=O)N(c2ccccc2)c2c([nH]c3ccccc23)C1
    1.1	1.1	0.2	nt	nt	0.7	1	79*	28
- COc1ccc(Cn2c(C3CC3)nc3ccc(NC(=O)C4CC4)cc3c2=O)cc1
    1.9	-1.6	0.9	0	11	0.8	0.9	11	21
- CCCCNC(=O)Nc1nnc(-c2ccccc2)o1
    1.2	1.1	0.7	-8	7	0.8	2.1*	34	24
- Cc1ccc(N(CC(=O)O)S(C)(=O)=O)cc1Cl
    1	0.4	1	2	4	0.9	0.9	1	6
- CC(=O)Oc1ccc(-c2cccc(C(=O)NCC(=O)O)c2)cc1
    1.1	2	1	nt	nt	0.9	1.1	1	8
- Cc1cccc(NC(=O)CSc2nc(COc3ccccc3)nc3ccccc23)c1C
    nt	-1.1	0.6	nt	nt	0.1	0.7	39	90*
- Nc1nc(SCC(=O)NC2CCCC2)[nH]c(=O)c1-c1ccccc1
    nt	nt	0.7	-3	-26	0.8	0.9	29	17
- CCSc1nnc(NC(=O)C2Cc3ccccc3CN2C(=O)c2ccco2)s1 (centres undefined)
    1.1	0.7	0.8	12	-10	0.5	1.3	23	53*
- O=C(N1CCN=C1SCc1cccnc1)C12CC3CC(CC(C3)C1)C2
    1	1.1	0.2	-2	5	0.9	1.1	83*	9
- Cc1ccc(-c2nn(-c3ccccc3)cc2/C=N/NC(=O)CSc2nnc(C)n2-c2ccccc2)cc1
    nt	-1.6	0.8	-3	28	0.4	1.3	21	56*
- CCOc1ccc(Cl)cc1CNCCNCC(C)O (centres undefined)
    nt	0.34	1.1	nt	nt	1	1.2	-13	-5
- CC(=O)OCCn1c(Br)nc2c1c(=O)[nH]c(=O)n2C
    1.3	-0.21	1	-3	2	1	1.1	1	-5
- Cc1ccc(N2CC(C(=O)Oc3cccc(N4C(=O)CCC4=O)c3)CC2=O)cc1 (centres undefined)
    1	-0.2	1	nt	nt	0.8	1.1	-3	15
- C=CCn1c(=O)[nH]c2cc(C(=O)N3CCN(c4cccc(Cl)c4)CC3)ccc2c1=O
    1	0.18	0.7	1	10	0.7	1	27	25
- N#CC1=C2SCN(Cc3ccco3)CN2C(=O)CC1c1ccccc1F (centres undefined)
    1.1	0.46	1.2	3	-6	0.7	1.2	-18	34
- CCOc1ccc(NCc2nnc(SCC(=O)Nc3cc(C)on3)n2-c2ccc(OC)cc2)cc1
    1.1	-0.62	1	-2	7	1	1	1	-5
- CCOC(=O)N1CCN(C(=O)c2cn(CC(C)C)c(=O)c3c2c2ccccc2n3C)CC1
    1.1	1.5	1	5	-4	0.7	1.3	4	32
- O=C(NC1CCCC1)C(c1ccccn1)N(C(=O)c1csnn1)C1CC1 (centres undefined)
    1.2	2	0.9	0	-12	1	1.1	10	4

# New compounds follow:
# Values run as follows: MT1-MMP txn act	Pyk2 oligo antag	CYP2C19 act	Mac1 fbg enh	CD11b adhes inh	CYP2C9 activ	PLAP act	CYP2C19 inhib	CYP2C9 inh
- CCc1cccc(CC)c1NC(=O)C1CC(=O)N(c2ccc3c(c2)OCCO3)C1 (centres undefined)
    nt	-0.11	0.3	0	6	0.1	1.2	74*	89*
- CCn1c(C(=O)NCc2ccccn2)cc2sccc21
    1.1	0.52	0.3	0	-4	0.7	1	66*	27
- CC(=O)Nc1ccc(OC(=O)c2cc([N+](=O)[O-])ccc2Cl)cc1
    nt	-0.12	1	nt	nt	1.6	0.8	2	-58
- CC(C)CCn1nc(C(=O)OC(C)C(=O)NC(N)=O)c2ccccc2c1=O (centres undefined)
    1.2	-0.87	0.6	-1	17	0.3	1	37	67*
- Cc1ccc(NC(=O)C(C)N2C(=O)C3CC=C(Cl)CC3C2=O)cc1 (centres undefined)
    1.2	0.64	0.8	-2	10	1	1.3	16	-1
- Cc1nc2cc(NC(=O)COc3ccccc3C#N)ccc2n1-c1ccccc1
    1.2	-1.7	0.8	6	6	0.8	1.7	18	20
- CSc1nnc(-c2ccc(F)cc2)o1
    1.2	-0.09	1.1	2	1	1.1	1	-7	-11
- Cc1ccc(C(C)C)c(OCCNC(=O)c2cncc(Br)c2)c1
    nt	2.4	0.3	nt	nt	0.4	1	72*	63*
- N#CCCN(CCC#N)C(=O)c1ccc(Cl)cc1
    1.1	0.4	1.1	5	21	1.2	0.9	-6	-16
- O=C(CS(=O)(=O)Cc1ccccc1)Nc1ccc(S(=O)(=O)N2CCCCCC2)cc1
    nt	-0.7	0.9	-1	1	0.6	0.9	8	39
- Cc1cc(C(=O)Nc2sc3c(c2C#N)CCCCC3)cs1
    0.6	0.85	0.9	-1	6	1	1	5	1
- CC(C)CNS(=O)(=O)c1ccc(CCC(=O)O)cc1
    0.9	-0.4	1.2	-1	-4	1.2	1.1	-15	-22
- CCC1(C)CC(=O)N(c2ccc(C(=O)O)c(O)c2)C1=O (centres undefined)
    1.1	-0.21	1	-3	-19	0.5	0.9	4	47

# Five entries already listed, ordered by SMILES length, smallest number first.
# Values run as follows: MT1-MMP txn act	Pyk2 oligo antag	CYP2C19 act	Mac1 fbg enh	CD11b adhes inh	CYP2C9 activ	PLAP act	CYP2C19 inhib	CYP2C9 inh
- CCCCNC(=O)Nc1nnc(-c2ccccc2)o1
    1.2	1.1	0.7	-8	7	0.8	2.1*	34	24
- N#CCCN(CCC#N)C(=O)c1ccc(Cl)cc1
    1.1	0.4	1.1	5	21	1.2	0.9	-6	-16
- c1ccc(CSc2nnc(NC3=NCCCCC3)s2)cc1
    1.4	-0.54	0.3	-3	9	0.6	1.4	68*	37
- COc1ccc(-c2ccnc3nc(N4CCOCC4)nn23)cc1
    nt	-0.05	0.8	nt	nt	0.7	1	17	31
- Cc1ccc(N2CC(C(=O)Oc3cccc(N4C(=O)CCC4=O)c3)CC2=O)cc1 (centres undefined)
    1	-0.2	1	nt	nt	0.8	1.1	-3	15
